# From PubChem BioAssay
# PfHsp40 yeast – compounds rescuing yeast from Plasmodium falciparum HSP40 toxicity | hit rate 0.68% among 340,000 | growth rescue, % at 12.5 µM | S. cerevisiae expressing PfHsp40, growth rescue, ATP luminescence; in the data active means growth rescue above about 28%, passing the limit was not always enough; inconclusive means no clear call, values can overlap the other calls;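 further: yeast W303a lacking pdr1 and pdr3 grown in galactose medium; growth measured after three days at 30 °C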
# Yp Topo-I inh – Y. pestis Topo-I inhibition via cleavage products. hit rate 0.064% among 360,000. activity, % at 10 µM. Y. pestis Topo-I cleavage product accumulation, plate reader; in the data active means activity above about 50%, passing the limit was not always enough; inconclusive means no clear call, values can overlap the other calls; further: inactives centre near 2
# SARS 3CLpro inh – SARS-CoV 3CLpro protease inhibition | recombinant SARS-CoV 3CLpro, quenched FRET peptide cleavage | P0C6X7 | AID 1706 | inhibition, % at 6 µM | hit rate 0.14% among 290,000; in the data active means inhibition above about 12%
# Vc quorum ag – quorum light induction in luxS cqsA deficient V. cholerae | V. cholerae BH1578 lux reporter, luminescence, 6 h | activation, % at 18.7 µM | hit rate 0.16% among 350,000; in the data active means activation mostly above about 9.7%, no sharp cut-off; inconclusive means no clear call, values can overlap the other calls; inactive means mostly below about 3.7%; further: not every result past the cut was called active; inactives centre near 0; reference of the scale not given here
# TcdB inh – blocks C. difficile toxin B glycohydrolase activity | P18177 | hit rate 0.24% among 350,000 | TcdB glycohydrolase enzymatic assay, plate reader | inhibition, % at 9.99 µM | AID 652162; in the data active means inhibition above about 10%
# CCHF vOTU inh – CCHFV vOTU protease inhibition; hit rate 0.55% among 370,000; inhibition, % at 11.5 µM; AID 651958; Pep-AMC fluorescence; in the data active means inhibition above about 30%; further: 0% = vehicle wells with enzyme and 100% = no enzyme wells
# BoNT-A LC inh2 – blocks Botulinum neurotoxin A light chain protease; multiplex microsphere protease substrate cleavage, flow cytometry; inhibition, % at 10 µM; hit rate 0.17% among 360,000; AID 588499; further: plate controls were buffer without enzyme for full effect and enzyme alone for no effect
# PriA SSB inh – blocks PriA binding to SSB C-terminal tail. AID 1272365. inhibition, % at 33 µM. hit rate 0.6% among 430,000. AlphaScreen SSBct-PriA binding, biotinylated peptide; in the data active means inhibition mostly above about 37%, no sharp cut-off; inactive means mostly below about 20%;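 further: plate controls were negative control peptide for no effect and reference peptide for full effect; strong numbers were not always called active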
# Anthrax LF inh2 – blocks Bacillus anthracis lethal factor protease; inhibition, % at 10 µM; multiplex microsphere protease cleavage assay, LF; hit rate 0.12% among 360,000; AID 588501; further: plate controls were buffer without enzyme for full effect and enzyme alone for no effect
# VHR inh abs – blocks human VHR1 dual specificity phosphatase | hit rate 0.52% among 290,000 | AID 1654 | P51452 | recombinant VHR phosphatase, pNPP absorbance | inhibition, % at 13.3 µM; in the data active means inhibition above about 50%; further: some compounds called inactive have numbers as strong as hits
# * hit, by the source's call; i = inactive; ? = inconclusive; nt = not tested or not shown. Unless noted, no stated cut-off is given here; in the data, active means inhibition above about 30%; inconclusive means no clear call, values can overlap the other calls; inactive means below that. This is a subset (hit frequency here may not be typical).
cpd | structure | PfHsp40 yeast | Yp Topo-I inh | SARS 3CLpro inh | Vc quorum ag | TcdB inh | CCHF vOTU inh | BoNT-A LC inh2 | PriA SSB inh | Anthrax LF inh2 | VHR inh abs
1 | O=C(O)c1nn(CCSc2ccccc2F)c(=O)c2ccccc12 | 0.3 | 6.8 | 0.0 | 2.5 | 1.4 | -6.7 | -0.3 | -9.8 | -6.3 | 29.4
2 | CC1(Cc2cccc(C(F)(F)F)c2)C(=O)Nc2ccc(-c3ccc(F)c(Cl)c3)cc21 (stereo not drawn) | nt | 8.7 | nt | -6.4 | 0.1 | 31.9* | -0.3 | nt | -5.6 | nt
3 | N/C(Cn1cncn1)=N\NC(=O)C(=O)Nc1cccc(C(F)(F)F)c1 | 0.2 | -7.1 | -4.2 | -0.3 | -0.5 | -6.3 | -0.3 | nt | -1.5 | 25.7
4 | COc1ccc(-c2noc(CN(C)C(=O)c3ccc4c(c3)OCO4)n2)cc1OC | 0.0 | -0.1 | 3.3 | -0.1 | -11.2 | 5.4 | -4.9 | -6.3 | -7.3 | 10.1
5 | Clc1cccc(CNCCc2c[nH]c3ccccc23)c1 | 0.1 | -2.2 | 0.1 | i | -4.9 | 0.3 | -3.3 | 10.6 | 3.4 | nt
6 | COc1ccccc1N(Cc1ccccc1)S(=O)(=O)c1cccc(C(=O)N2CCCCC2)c1 | 1.1 | 16.8 | nt | -0.3 | -0.5 | 3.1 | 0.1 | -0.8 | -6.5 | nt
7 | CC(C)C(=O)NS(=O)(=O)c1ccc(NS(C)(=O)=O)cc1 | -0.7 | -6.2 | 0.4 | 2.2 | 0.3 | 1.0 | -0.2 | 4.0 | 2.1 | 13.6
8 | CC(=O)Nc1cccc(NC(=O)CSc2nn3c(=O)c(C)nnc3s2)c1 | -0.7 | 4.8 | nt | -0.3 | 0.8 | 10.2 | 0.9 | -14.5 | -0.6 | 25.8
9 | S=C(NCc1ccc2c(c1)OCO2)NCc1ccco1 | 0.8 | 0.3 | 6.3 | -1.6 | 1.7 | -1.7 | -0.2 | 11.1 | -10.8 | -14.9
10 | COC(=O)c1c(NS(C)(=O)=O)sc2c1CCCC2 | 0.0 | -1.9 | 2.0 | -0.4 | nt | 13.3 | -0.2 | -0.2 | -3.5 | 24.4
11 | O=C(O)c1cccc(-n2cccc2/C=C2\SC(=O)N(Cc3ccccc3F)C2=O)c1 | 0.2 | -2.3 | 2.2 | i | -0.9 | -11.6 | 0.4 | -0.6 | 2.5 | 7.3
12 | COc1ccc(NC(=O)C2(C)Cc3c(-c4ccc(N(C)C)cc4)ccnc3O2)cn1 (stereo not drawn) | nt | 19.2 | nt | i | 1.2 | -9.9 | -0.2 | nt | -0.2 | nt
13 | CN=C(c1ccc(C)cc1)n1c(=S)nc(-c2ccc(C)cc2)n(C)c1=S | 2.5 | 14.0 | -1.0 | 0.1 | -0.1 | -5.1 | 0.2 | -0.7 | 1.1 | 21.8
14 | CC#CC[N+](C)(C)CCCCCCCCCC | -1.2 | -0.2 | 3.1 | -0.5 | 0.9 | 4.0 | 3.9 | -11.3 | ? | -3.2
15 | CCNC(=S)N1CCCC(c2nc3ccc(C)cc3[nH]2)C1 (stereo not drawn) | 0.7 | 4.7 | -1.4 | -0.4 | 0.2 | -0.8 | -0.5 | -5.5 | 0.7 | 10.3
16 | CN(C(=O)CC1C(=O)NCCN1Cc1ccc(F)c(F)c1)C1CCOCC1 (stereo not drawn) | 1.0 | 8.3 | 5.0 | i | -2.3 | -3.8 | 0.4 | 5.8 | 2.6 | 29.6
17 | O=C(NCc1ccccn1)c1cc(-c2ccc(Br)cc2)nc2ccccc12 | -1.4 | 8.4 | 2.1 | 1.8 | 0.1 | 2.8 | -0.7 | -2.3 | -4.9 | 1.3
18 | Cc1[nH]c(=O)[nH]c(=O)c1S(=O)(=O)N(C)Cc1ccccc1 | 0.3 | -4.5 | -7.0 | i | nt | -4.5 | -0.4 | -10.5 | -8.1 | 31.6
19 | CCC(C)Sc1nc2c(c(=O)n1C)SC(C)C2 (stereo not drawn) | -0.5 | 15.7 | 2.9 | -0.2 | 1.0 | 6.9 | -0.2 | -6.4 | -1.3 | 2.0
20 | O=C(C[C@@H]1C/C=C\CC[C@@H](Cc2ccc(F)cc2)C(=O)OC[C@@H]2CCCN2C1=O)NCCO | -0.4 | 4.1 | nt | i | 2.4 | -5.1 | 0.5 | nt | 0.4 | nt
21 | CCOc1cc(C)c(Cl)cc1S(=O)(=O)NC1CC(C)(C)NC(C)(C)C1 | -0.1 | -2.5 | 4.7 | -0.3 | nt | -4.6 | -0.1 | -11.9 | 0.2 | -1.8
22 | CCN1C(=O)C(CC(=O)Nc2ccc(OC)cc2)N(CCc2ccccc2F)C1=S (stereo not drawn) | 3.8 | 5.0 | 4.1 | -1.0 | -1.7 | -8.7 | ? | -11.9 | -11.9 | 13.6
23 | Cc1cnc(NS(=O)(=O)c2ccc(N)cc2)nc1-c1ccccc1O | nt | 6.8 | nt | 4.8 | 0.4 | 21.7 | 0.5 | nt | 6.8 | nt
24 | O=C1CC(c2ccccc2F)c2cc3c(cc2N1)CCC3 (stereo not drawn) | 1.6 | 2.4 | 4.5 | i | nt | -1.0 | -0.4 | -11.7 | -2.6 | 21.4
25 | COCC(=O)Nc1ccc2c(c1)OCC(=O)N2Cc1ccc(C)cc1 | 1.0 | 7.6 | -1.9 | -1.0 | 0.1 | -15.1 | 4.9 | -1.8 | 3.8 | 1.0
26 | COc1cccc(OCc2cc(C(=O)N3CCN(c4ccccc4O)CC3)no2)c1 | 3.7 | 36.2 | 2.7 | -0.3 | 1.6 | 10.4 | -3.3 | -0.8 | -2.0 | -11.5
27 | CCCCC(=O)O[C@]1(C(=O)CO)CC[C@H]2[C@@H]3CCC4=CC(=O)CC[C@]4(C)[C@H]3[C@@H](O)C[C@@]21C | -1.2 | 4.0 | 2.3 | 4.2 | -2.8 | 0.8 | -0.5 | -12.9 | -2.5 | -3.0
28 | CCN(CC)c1ccc(NC(=O)CC2Oc3ccccc3NC2=O)c(C)c1 (stereo not drawn) | -1.0 | 1.1 | -2.9 | -0.2 | -1.0 | -3.1 | 0.4 | -5.6 | -8.2 | 20.8
29 | O=C(NC1CCCCC1)N1CCCC1 | -1.5 | 12.2 | 1.7 | 2.9 | nt | -4.5 | 0.9 | -11.2 | -2.4 | 8.8
30 | COc1cc(/C=C(/C#N)c2nc3ccccc3[nH]2)ccc1OC(=O)c1ccco1 | 0.7 | -6.1 | 7.0 | i | nt | -13.4 | 3.4 | -9.5 | 2.5 | -1.8

# Structures from the list above that contain a CF3 group:
cpd | structure | PfHsp40 yeast | Yp Topo-I inh | SARS 3CLpro inh | Vc quorum ag | TcdB inh | CCHF vOTU inh | BoNT-A LC inh2 | PriA SSB inh | Anthrax LF inh2 | VHR inh abs
2 | CC1(Cc2cccc(C(F)(F)F)c2)C(=O)Nc2ccc(-c3ccc(F)c(Cl)c3)cc21 (stereo not drawn) | nt | 8.7 | nt | -6.4 | 0.1 | 31.9* | -0.3 | nt | -5.6 | nt
3 | N/C(Cn1cncn1)=N\NC(=O)C(=O)Nc1cccc(C(F)(F)F)c1 | 0.2 | -7.1 | -4.2 | -0.3 | -0.5 | -6.3 | -0.3 | nt | -1.5 | 25.7

# (cont.)
cpd | structure | PfHsp40 yeast | Yp Topo-I inh | SARS 3CLpro inh | Vc quorum ag | TcdB inh | CCHF vOTU inh | BoNT-A LC inh2 | PriA SSB inh | Anthrax LF inh2 | VHR inh abs
31 | CC1CCC(NC(=O)c2ccc(S(C)(=O)=O)cc2)CC1 (stereo not drawn) | -0.1 | -3.7 | 4.3 | 0.4 | 0.8 | -7.1 | -0.2 | -1.4 | 0.8 | 10.2
32 | Nc1c(-c2ccc3c(c2)OCCO3)oc2ccccc2c1=O | 0.2 | -0.3 | -1.7 | -0.3 | 1.2 | 12.4 | 0.1 | -14.5 | -1.6 | 6.9
33 | Cc1c(OC(C)C(=O)NCC(O)c2ccccc2)ccc2c3c(c(=O)oc12)CCCC3 (stereo not drawn) | -1.1 | 8.5 | 0.3 | -0.9 | 0.0 | -0.8 | -3.7 | -1.6 | -2.7 | 3.7
34 | COCCNC(=O)C1CCCN(C(=O)c2ccc3sccc3c2)CC1 (stereo not drawn) | nt | 1.0 | nt | i | -0.9 | 18.4 | -0.1 | nt | -2.4 | nt
35 | COCCN(Cc1ccc(OC)cc1)c1c(C)nc2ccc(C(=O)NCCc3c[nH]c4ccccc34)cn12 | nt | 16.8 | nt | 0.1 | 0.2 | 0.3 | -0.6 | nt | -1.1 | nt
36 | Cc1cc2ncn(CCC(=O)NC(C)(C)C)c2cc1C | -2.1 | -1.6 | -3.5 | -0.8 | 1.3 | 11.4 | 0.1 | -20.7 | -5.3 | -13.6
37 | O=C1C(=Cc2cccn2-c2ccc(O)cc2)C(=O)c2ccccc21 | 0.1 | -3.3 | 3.3 | -2.8 | nt | -8.4 | 0.8 | 1.1 | -0.9 | 40.7
38 | CCC1Sc2ccc(S(=O)(=O)CCC(=O)Nc3ccccc3Br)cc2NC1=O (stereo not drawn) | 17.1 | 19.8 | -1.3 | -0.3 | 0.4 | -1.7 | 1.0 | -9.3 | -1.9 | -17.2
39 | COCCN1CCN(C(=O)c2ccc3oc(CCc4ccccc4)nc3c2)CC1 | -1.3 | 6.4 | 3.5 | i | 0.1 | -4.8 | -1.3 | -5.8 | -2.9 | 22.6
40 | O=C(CCCn1cncn1)N1CCCC(N2CCN(c3ccc(F)cc3)CC2)C1 (stereo not drawn) | 0.7 | -8.0 | -3.0 | i | 0.3 | -1.9 | -0.3 | -6.2 | -2.1 | 10.5
41 | CCCCCC(=O)Nc1ccc(S(=O)(=O)Nc2nccnc2OC)cc1 | 0.4 | -0.2 | 0.7 | 0.2 | 0.7 | nt | 0.5 | -0.5 | -1.5 | 9.5
42 | CCCN1CC(=O)N2C(c3ccccc3)c3[nH]c4ccccc4c3C[C@H]2C1=O (stereo partly drawn) | -0.2 | -4.7 | 1.1 | -0.5 | 0.9 | 3.0 | -3.1 | 2.3 | -13.6 | 21.0

# Filtered by structure: the compounds so far containing two or more sulfur atoms (6)
cpd | structure | PfHsp40 yeast | Yp Topo-I inh | SARS 3CLpro inh | Vc quorum ag | TcdB inh | CCHF vOTU inh | BoNT-A LC inh2 | PriA SSB inh | Anthrax LF inh2 | VHR inh abs
7 | CC(C)C(=O)NS(=O)(=O)c1ccc(NS(C)(=O)=O)cc1 | -0.7 | -6.2 | 0.4 | 2.2 | 0.3 | 1.0 | -0.2 | 4.0 | 2.1 | 13.6
8 | CC(=O)Nc1cccc(NC(=O)CSc2nn3c(=O)c(C)nnc3s2)c1 | -0.7 | 4.8 | nt | -0.3 | 0.8 | 10.2 | 0.9 | -14.5 | -0.6 | 25.8
10 | COC(=O)c1c(NS(C)(=O)=O)sc2c1CCCC2 | 0.0 | -1.9 | 2.0 | -0.4 | nt | 13.3 | -0.2 | -0.2 | -3.5 | 24.4
13 | CN=C(c1ccc(C)cc1)n1c(=S)nc(-c2ccc(C)cc2)n(C)c1=S | 2.5 | 14.0 | -1.0 | 0.1 | -0.1 | -5.1 | 0.2 | -0.7 | 1.1 | 21.8
19 | CCC(C)Sc1nc2c(c(=O)n1C)SC(C)C2 (stereo not drawn) | -0.5 | 15.7 | 2.9 | -0.2 | 1.0 | 6.9 | -0.2 | -6.4 | -1.3 | 2.0
38 | CCC1Sc2ccc(S(=O)(=O)CCC(=O)Nc3ccccc3Br)cc2NC1=O (stereo not drawn) | 17.1 | 19.8 | -1.3 | -0.3 | 0.4 | -1.7 | 1.0 | -9.3 | -1.9 | -17.2
